Source: PubChem BioAssay
SUMO1 PPI mod – alters human SUMO1 binding to SIM partners | P63165 | SUMO1 binding to a labelled peptide, TR-FRET, 1 h | inhibition, % at 20 µM | 360,000 tested, 0.33% active | AID 602429; in the data active = inhibition above about 37%
Neddylation inh – cullin neddylation inhibition; TR-FRET cullin neddylation, biochemical; calls only at 25 µM; 360,000 tested, 0.58% active; AID 651699; in the data active = inhibition above about 36%
Target sequence (P61081 whole entry, looked up): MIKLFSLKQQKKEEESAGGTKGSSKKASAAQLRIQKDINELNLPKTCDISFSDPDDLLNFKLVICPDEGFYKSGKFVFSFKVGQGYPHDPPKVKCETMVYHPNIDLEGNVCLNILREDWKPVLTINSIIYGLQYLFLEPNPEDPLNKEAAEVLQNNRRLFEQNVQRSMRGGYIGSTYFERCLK
Target sequence (Q13564 whole entry, looked up): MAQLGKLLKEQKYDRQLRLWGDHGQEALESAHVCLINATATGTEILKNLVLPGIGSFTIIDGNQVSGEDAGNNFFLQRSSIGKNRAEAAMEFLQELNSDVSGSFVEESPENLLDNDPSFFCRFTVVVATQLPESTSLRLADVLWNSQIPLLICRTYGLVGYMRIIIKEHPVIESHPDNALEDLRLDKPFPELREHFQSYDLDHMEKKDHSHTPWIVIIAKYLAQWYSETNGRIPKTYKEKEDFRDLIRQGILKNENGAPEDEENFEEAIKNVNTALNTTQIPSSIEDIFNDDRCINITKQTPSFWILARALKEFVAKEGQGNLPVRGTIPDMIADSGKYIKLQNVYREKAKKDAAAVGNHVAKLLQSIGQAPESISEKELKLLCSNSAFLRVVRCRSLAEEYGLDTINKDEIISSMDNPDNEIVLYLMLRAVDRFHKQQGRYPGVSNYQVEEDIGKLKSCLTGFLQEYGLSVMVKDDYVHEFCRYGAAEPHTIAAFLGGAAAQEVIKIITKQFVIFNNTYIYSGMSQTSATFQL
Scp-1 inhibitor – blocks human Scp-1 phosphatase activity; AID 493091; 340,000 tested, 0.88% active; Recombinant Scp1, phosphopeptide, malachite green phosphate absorbance; inhibition, % at 20 µM;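 active = inhibition above about 50% at 20 µM, limit read from the data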;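 also: plate controls were DMSO wells with enzyme for no effect and wells lacking enzyme for full effect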
Target sequence (Q9GZU7 76-261 limits assumed): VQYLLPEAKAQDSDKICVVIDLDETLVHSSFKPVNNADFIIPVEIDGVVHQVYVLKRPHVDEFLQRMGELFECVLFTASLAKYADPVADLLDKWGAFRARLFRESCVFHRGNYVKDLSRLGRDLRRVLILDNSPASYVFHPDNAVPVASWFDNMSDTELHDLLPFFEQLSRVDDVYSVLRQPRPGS
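Test system: SCP-1 phosphatase catalytic domain, residues 76-261; measured by: colorimetric phosphate reagent with accelerator and stabiliser, absorbance at 630 nm; timing: enzyme reaction 45 min at room temperature, colour 5 min, stabilisation 30 min; also added: Phosphorylated 17-residue peptide substrate; compound dosing: one concentration, 20 µM, with 1.0% DMSO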
NadD inh – blocks S. aureus nicotinate mononucleotide adenylyltransferase; purified NadD enzyme, colorimetric absorbance read-out; inhibition, % at 20 µM; 360,000 tested, 0.78% active; AID 602399; in the data active = inhibition above about 26%; also: some compounds past the cut are filed as inactive
DNMT1 block – inhibitors of human DNMT1 | P26358 | DNMT1 molecular beacon, Hinp1I cleavage, fluorescence | inhibition (reported as % activation of signal), % at 10 µM | 360,000 tested, 0.83% active | AID 588458; in the data active = inhibition above about 50%
SKN-1 block – inhibitors of C. elegans SKN-1. inhibition, % at 21.8 µM. C. elegans VP596 Pgst-4::GFP/RFP ratio, acrylamide-induced, 24 h. 360,000 tested, 0.49% active;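 active = interference check ratio from 0.5 to 1.5 plus GFP to RFP signal ratio inhibition reaching or exceeding a fixed threshold, cut at about 30% in these data, passing the limit was not always enough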; also: some compounds called inactive have numbers as strong as hits
TbMetRS inhib – Trypanosoma brucei MetRS inhibition. purified T. brucei MetRS, ATP depletion, Kinase-Glo luminescence. inhibition, % at 11.9 µM. 360,000 tested, 0.4% active. AID 624268;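 active = inhibition above a per-plate cutoff of the control wells' mean inhibition plus 3 SD, cut at about 5.5% in these data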;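 also: 0% = DMSO wells median and 100% = median of wells with control inhibitor compound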
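assay system = parasite MetRS enzyme | timing = 15 min preincubation, 2 h reaction, all 25 °C | evaluation = percent inhibition relative to median high and low control wells | medium = HEPES buffer containing pyrophosphatase, BSA, spermine, DTT | compound = single dose, 11.9 µM final nominal, 0.9% final DMSO | detection = Kinase-Glo luminescence, ATP depletion format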
LMPTP inh – blocks human LMPTP phosphatase. recombinant LMPTP-A, OMFP fluorogenic substrate, fluorescence intensity. AID 651560. 360,000 tested, 0.22% active. inhibition, % at 20 µM. P24666;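 active = compounds that cut the enzyme signal by at least half of the control window in the single-dose screen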;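 also: plate controls were DMSO wells with enzyme plus substrate for no effect and substrate without enzyme for full effect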
Target sequence (P24666 whole entry, looked up): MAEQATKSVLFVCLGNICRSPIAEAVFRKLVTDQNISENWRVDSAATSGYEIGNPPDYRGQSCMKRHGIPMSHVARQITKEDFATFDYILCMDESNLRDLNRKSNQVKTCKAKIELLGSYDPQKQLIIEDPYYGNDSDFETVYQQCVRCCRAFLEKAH
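test system = LMPTP-A | amount = 0.625 nM LMPTP-A final | reagent = fluorogenic phosphatase substrate OMFP at 400 µM final | incubation = 50 min at room temperature | benchmarks = no-enzyme low control, uninhibited high control | medium = Bis-Tris pH 6.0, DTT, detergent | signal = fluorescence intensity of OMFP turnover product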
NRP1-CendR mod – modulators of CendR peptide binding to human neuropilin-1 | AID 602438 | inhibition, % at 25 µM | FAM-RPARPAR peptide binding to NRP-1, fluorescence polarization | O14786 | 360,000 tested, 0.85% active;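 active = inhibition or corrected inhibition above about 18%, plus a signal ratio from 0.5 to 1.5, limit read from the data, passing the limit was not always enough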; also: strong numbers were not always called active
STEP block – STEP (human) phosphatase inhibition; P54829; recombinant STEP, OMFP fluorogenic substrate, fluorescence; inhibition, % at 20 µM; 360,000 tested, 0.25% active;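 active = inhibition at 20 µM, scaled per plate between control wells, above about 37%, limit read from the data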;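 also: 0% = DMSO with enzyme and substrate and 100% = substrate only without enzyme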
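medium = Bis-Tris buffer pH 6.0, 2.5 mM DTT, 0.005% Tween 20 | test system = STEP (striatal-enriched tyrosine phosphatase) enzyme, cell-free | measure = normalized % inhibition | compound dosing = 20 µM, 1% DMSO | also added = 25 µM OMFP | schedule = reaction 20 min, ambient temperature | measured by = fluorescence read at 480 nm ex / 540 nm em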
An asterisk follows results filed as active.

`CC(C)C(c1nnnn1Cc1ccccc1)N(CCCO)Cc1cc2cc3c(cc2[nH]c1=O)OCO3` (stereo unspecified) gave SUMO1 PPI mod -6.6, Scp-1 inhibitor 12.0, NadD inh -3.0, DNMT1 block -4.4, SKN-1 block 3.3, TbMetRS inhib -0.6, LMPTP inh 0.8, NRP1-CendR mod 6.0 and STEP block 1.1.
Screening CN(Cc1cc(Cl)cc(Cl)c1)[C@H]1C[C@H]2c3[nH]c4ccccc4c3CCN2C(=O)[C@H]1CO returned SUMO1 PPI mod 4.3, Neddylation inh inactive, NadD inh 10.5, DNMT1 block 0.1, SKN-1 block 2.3, TbMetRS inhib 62.5*, LMPTP inh 1.6, NRP1-CendR mod 7.2 and STEP block -0.3.
`O=C(O)c1ccc(-c2nnc(-c3ccccc3)o2)cc1` gave SUMO1 PPI mod 2.2, Neddylation inh inactive, Scp-1 inhibitor -4.0, NadD inh 2.0, DNMT1 block -0.6, SKN-1 block -1.7, TbMetRS inhib -1.1, LMPTP inh -1.8, NRP1-CendR mod 11.5 and STEP block 0.1.
Screening COc1ccc(S(=O)(=O)N2CC(C(=O)O)Oc3ccc(Cl)cc32)cc1 (stereo unspecified) returned SUMO1 PPI mod 5.4, Neddylation inh inactive, Scp-1 inhibitor 1.4, NadD inh -2.8, DNMT1 block 3.9, SKN-1 block -12.6, TbMetRS inhib 0.5, LMPTP inh -0.6, NRP1-CendR mod -1.1 and STEP block -0.9.
CN1/C(=C/C(=O)CSc2ccccc2C(=O)O)C(C)(C)c2ccccc21 was read as SUMO1 PPI mod -2.8, Neddylation inh inactive, Scp-1 inhibitor -2.7, NadD inh 1.8, DNMT1 block -0.4, SKN-1 block 35.7*, TbMetRS inhib -0.5, LMPTP inh 0.5, NRP1-CendR mod -44.5 and STEP block 1.4.
Screening O=C(NCC1CCOCC1)c1cccc2c(-c3cccnc3)coc12 returned SUMO1 PPI mod 3.5, Neddylation inh inactive, NadD inh -0.7, DNMT1 block 6.1, SKN-1 block 15.4, TbMetRS inhib -0.2, LMPTP inh 0.1, NRP1-CendR mod -14.3 and STEP block 2.7.
`CCOc1ccc(Cc2n[nH]c(=S)n2Cc2ccccc2)cc1` gave SUMO1 PPI mod -0.9, Neddylation inh inactive, Scp-1 inhibitor 4.5, NadD inh 0.6, DNMT1 block 2.4, SKN-1 block 5.5, TbMetRS inhib -0.4, LMPTP inh -2.5, NRP1-CendR mod 9.7 and STEP block -3.1.
Screening Cc1c(N2C(=O)CSC23C(=O)Nc2ccccc23)c(=O)n(-c2ccccc2)n1C (stereo unspecified) returned SUMO1 PPI mod 2.2, Neddylation inh inactive, Scp-1 inhibitor -8.9, NadD inh -2.3, DNMT1 block 1.5, SKN-1 block 0.5, TbMetRS inhib -0.5, LMPTP inh -3.5, NRP1-CendR mod -1.4 and STEP block 2.1.
Cc1ccc(NS(=O)(=O)c2cc(C(=O)OCC(=O)NCC3CCCO3)ccc2C)cc1 (stereo unspecified) was read as SUMO1 PPI mod 1.2, Neddylation inh inactive, Scp-1 inhibitor -5.2, NadD inh 2.1, DNMT1 block -0.2, SKN-1 block 1.7, TbMetRS inhib 0.4, LMPTP inh -0.7, NRP1-CendR mod -5.5 and STEP block -1.5.
For Fc1ccc(N2CN(Cc3cccnc3)CNC2=S)cc1 the results were SUMO1 PPI mod 1.2, Neddylation inh inactive, Scp-1 inhibitor -6.6, NadD inh -5.6, DNMT1 block -4.5, SKN-1 block 12.6, TbMetRS inhib -0.5, LMPTP inh -3.2, NRP1-CendR mod -0.9 and STEP block 0.9.
For O=C(NC(=S)Nc1cccnc1)c1ccccc1 the results were SUMO1 PPI mod 2.9, Neddylation inh inactive, Scp-1 inhibitor -3.1, NadD inh 12.1, DNMT1 block 1.3, SKN-1 block 3.3, TbMetRS inhib 1.4, LMPTP inh -0.3, NRP1-CendR mod 10.6 and STEP block 0.5.
`C/C(=C\C(=O)N1CCc2ccccc21)C(=O)O` gave SUMO1 PPI mod -0.9, Neddylation inh inactive, Scp-1 inhibitor -1.9, NadD inh 1.8, DNMT1 block -0.7, SKN-1 block 0.4, TbMetRS inhib -0.1, LMPTP inh -2.3, NRP1-CendR mod 7.1 and STEP block 3.2.
Screening Cc1cc([N+](=O)[O-])nn1CC(=O)N(C)Cc1ccccc1 returned SUMO1 PPI mod -5.2, Neddylation inh inactive, Scp-1 inhibitor -10.2, NadD inh -3.8, DNMT1 block -1.6, SKN-1 block 5.2, TbMetRS inhib 1.5, LMPTP inh -0.3, NRP1-CendR mod -4.1 and STEP block -4.9.
Screening Cc1noc(C)c1C(=O)Nc1nc2ccc(S(C)(=O)=O)cc2s1 returned SUMO1 PPI mod 6.1, Neddylation inh inactive, Scp-1 inhibitor -10.0, NadD inh -1.9, DNMT1 block -1.3, SKN-1 block 18.6, TbMetRS inhib -0.6, LMPTP inh -1.4, NRP1-CendR mod -3.8 and STEP block -1.1.
CCc1nc2ccc(C(=O)N(C)CCN(C)C)cn2c1N(C)CCC(C)C was read as SUMO1 PPI mod -7.1, Neddylation inh inactive, NadD inh -0.3, DNMT1 block -0.4, SKN-1 block 2.4, TbMetRS inhib -0.3, LMPTP inh -1.1, NRP1-CendR mod -2.4 and STEP block -0.5.

Random excerpt: 2 entries already listed.
Screening Cc1cc([N+](=O)[O-])nn1CC(=O)N(C)Cc1ccccc1 returned SUMO1 PPI mod -5.2, Neddylation inh inactive, Scp-1 inhibitor -10.2, NadD inh -3.8, DNMT1 block -1.6, SKN-1 block 5.2, TbMetRS inhib 1.5, LMPTP inh -0.3, NRP1-CendR mod -4.1 and STEP block -4.9.
Screening Cc1noc(C)c1C(=O)Nc1nc2ccc(S(C)(=O)=O)cc2s1 returned SUMO1 PPI mod 6.1, Neddylation inh inactive, Scp-1 inhibitor -10.0, NadD inh -1.9, DNMT1 block -1.3, SKN-1 block 18.6, TbMetRS inhib -0.6, LMPTP inh -1.4, NRP1-CendR mod -3.8 and STEP block -1.1.

Next section.
`CC(Oc1ccc(F)cc1)C(O)CCN(C)C` (stereo unspecified) gave SUMO1 PPI mod -1.2, Neddylation inh inactive, Scp-1 inhibitor -12.5, NadD inh -7.8, DNMT1 block 0.1, SKN-1 block -2.7, TbMetRS inhib -0.3, LMPTP inh -0.7, NRP1-CendR mod -0.2 and STEP block 3.3.
`O=c1ccc(Cc2ccc(Cl)cc2)n[nH]1` gave SUMO1 PPI mod 4.2, Neddylation inh inactive, Scp-1 inhibitor -8.0, NadD inh 0.4, DNMT1 block 2.3, SKN-1 block -4.4, TbMetRS inhib -2.1, LMPTP inh -0.4, NRP1-CendR mod 0.6 and STEP block -1.7.
For CCc1nc2ccc(C(=O)NCc3ccc(OC)cc3)cn2c1N(C)C(=O)Cc1ccccc1 the results were SUMO1 PPI mod -3.1, Neddylation inh inactive, NadD inh 0.9, DNMT1 block 3.0, SKN-1 block 1.9, TbMetRS inhib 0.3, LMPTP inh -2.6, NRP1-CendR mod 4.9 and STEP block -1.3.
`CS(=O)(=O)Cc1ccc(C(=O)N2CCN(C(=O)c3cccs3)CC2)cc1` gave SUMO1 PPI mod -1.6, Neddylation inh inactive, Scp-1 inhibitor -2.4, NadD inh -7.6, DNMT1 block 0.4, SKN-1 block -21.1, TbMetRS inhib -0.5, LMPTP inh -1.7, NRP1-CendR mod -1.3 and STEP block -2.9.
For Cc1ccc(S(=O)(=O)N(Cc2cc3cccc(C)c3[nH]c2=O)c2ccccc2)cc1 the results were SUMO1 PPI mod 11.0, Neddylation inh inactive, Scp-1 inhibitor -5.3, NadD inh -0.1, DNMT1 block -5.0, SKN-1 block -7.0, TbMetRS inhib 0.0, LMPTP inh 0.1, NRP1-CendR mod -20.9 and STEP block -1.8.
`CS(=O)(=O)Nc1ccccc1-c1ccc2nccn2c1` gave SUMO1 PPI mod -1.0, Neddylation inh inactive, NadD inh 2.3, DNMT1 block 0.2, SKN-1 block 9.6, TbMetRS inhib -0.2, LMPTP inh -1.5, NRP1-CendR mod -16.1 and STEP block -0.2.
For COc1ccc(CNC(=O)CCn2cccc2)cc1 the results were SUMO1 PPI mod -3.7, Neddylation inh inactive, Scp-1 inhibitor 2.8, NadD inh -4.7, DNMT1 block 2.0, SKN-1 block 14.6, TbMetRS inhib -0.3, LMPTP inh -2.0, NRP1-CendR mod -9.5 and STEP block 0.3.
O=S(=O)(c1ccc(Br)s1)N1CCN(c2ncccn2)CC1 was read as SUMO1 PPI mod 0.7, Neddylation inh inactive, Scp-1 inhibitor -4.3, NadD inh -1.2, DNMT1 block 2.8, SKN-1 block -10.0, TbMetRS inhib 0.1, LMPTP inh 1.1, NRP1-CendR mod -15.1 and STEP block 1.5.
For CN(CC(O)CON=C1c2ccccc2-c2ccccc21)S(=O)(=O)c1ccc(Br)cc1 (stereo unspecified) the results were SUMO1 PPI mod -0.9, Neddylation inh inactive, Scp-1 inhibitor -10.5, NadD inh -7.7, DNMT1 block -24.8, SKN-1 block -3.4, TbMetRS inhib -0.8, LMPTP inh 4.8, NRP1-CendR mod -10.0 and STEP block 2.5.
CNC(=S)Nc1cccc(C(=O)OC)c1 was read as SUMO1 PPI mod 2.2, Neddylation inh inactive, Scp-1 inhibitor -4.2, NadD inh -5.0, DNMT1 block 1.2, SKN-1 block 1.2, TbMetRS inhib 0.1, LMPTP inh -0.5, NRP1-CendR mod 15.4 and STEP block -1.3.
COc1ccc(C(=O)N2CCCCC2c2cc(C(=O)Nc3ccc(OC)cc3C)no2)cc1 (stereo unspecified) was read as SUMO1 PPI mod 1.7, Neddylation inh inactive, NadD inh -0.1, DNMT1 block 3.9, SKN-1 block 13.1, TbMetRS inhib -0.3, LMPTP inh 0.1, NRP1-CendR mod -2.6 and STEP block -1.3.
CC1=C(C(=O)N(C)C)CC(CC(=O)NCc2cccs2)C(=O)N1Cc1ccccc1 (stereo unspecified) was read as SUMO1 PPI mod -1.0, Neddylation inh inactive, NadD inh 4.3, DNMT1 block 4.0, SKN-1 block 6.0, TbMetRS inhib -0.3, LMPTP inh -0.6, NRP1-CendR mod -5.4 and STEP block 0.9.
For Cc1ccc(OCc2ccc(C(=O)NCC3CCCO3)cc2)cc1C (stereo unspecified) the results were SUMO1 PPI mod -0.7, Neddylation inh inactive, Scp-1 inhibitor -5.5, NadD inh -7.1, DNMT1 block 0.0, SKN-1 block 26.4, TbMetRS inhib -0.3, LMPTP inh -0.9, NRP1-CendR mod -2.3 and STEP block -2.2.
`NC12CC3CC(C1)CC(O)(C3)C2` gave SUMO1 PPI mod -1.7, Neddylation inh inactive, Scp-1 inhibitor -1.3, NadD inh -2.5, DNMT1 block -0.3, SKN-1 block 5.4, TbMetRS inhib -0.4, LMPTP inh -0.2, NRP1-CendR mod 2.9 and STEP block -1.2.
